Assay outcomes deposited in PubChem BioAssay by several laboratories.
APP 5'UTR act = activates APP 5'UTR luciferase reporter; SH-SY5Y APP 5'UTR luciferase reporter, luminescence; zero percent = DMSO vehicle wells; activation, % at 2 µM; actives 1% (n = 190,000);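 active = activation above a set limit, based on mean plus 3 SD of controls, cut at about 140% in these data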; also: values of inactives mirror those of a sister screen read the other way
Hsp70 act = switches on Hsp70 transcription | HeLa Hsp70 promoter luciferase reporter, luminescence; scaled: vehicle 0, proteasome-inhibitor control 100% | activation, % at 10 µM | actives 0.04% (n = 200,000) | AID 1203;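 active = activation above the mean across all tested compounds plus 3 SD, cutoff set per campaign, cut at about 5.5% in these data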;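 also: 100% = MG132 at 30 µM as the positive control and 0% = DMSO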
Efa HMGR inh = blocks class II HMG-CoA reductase of Enterococcus faecalis; purified E. faecalis HMGR, NADPH absorbance 340 nm kinetic; inhibition, % at 10 µM; actives 0.41% (n = 190,000);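 active = inhibition above a set limit, the median over all tested compounds plus 3 SD, cut at about 9.5% in these data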;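 also: enzyme runs in reverse so mevalonate oxidation gives rising NADPH absorbance; 0% = complete reaction with DMSO and 100% = background rate lacking mevalonate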
APP transl inh = APP translation inhibition; inhibition, % at 2 µM; AID 1285; actives 0.82% (n = 190,000); SH-SY5Y APP 5'UTR-luciferase reporter, luminescence;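 active = inhibition above a set limit, derived from the sample mean plus 3 SD, cut at about 45% in these data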; also: values of inactives mirror those of a sister screen read the other way
NF-kB neuron act = raises NF-kB expression in human neuronal cells | NF-kB reporter expression; active compounds read high | fold change at 12.5 µM | actives 1.6% (n = 190,000) | AID 1239; in the data active = fold change above about 3.3
FLuc stim CS = firefly luciferase counter-screen for stimulation assays | 200,000 tested, under 10 active | activation factor at 10 µM | P08659 | ATPlite luciferase biochemical, luminescence, 10 min; 0 = ATP-free wells, 1 = DMSO control;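 active = luciferase activation factor, scaled between plate controls, of at least 2 with compound at 10 µM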
Target sequence (P08659 whole entry, looked up): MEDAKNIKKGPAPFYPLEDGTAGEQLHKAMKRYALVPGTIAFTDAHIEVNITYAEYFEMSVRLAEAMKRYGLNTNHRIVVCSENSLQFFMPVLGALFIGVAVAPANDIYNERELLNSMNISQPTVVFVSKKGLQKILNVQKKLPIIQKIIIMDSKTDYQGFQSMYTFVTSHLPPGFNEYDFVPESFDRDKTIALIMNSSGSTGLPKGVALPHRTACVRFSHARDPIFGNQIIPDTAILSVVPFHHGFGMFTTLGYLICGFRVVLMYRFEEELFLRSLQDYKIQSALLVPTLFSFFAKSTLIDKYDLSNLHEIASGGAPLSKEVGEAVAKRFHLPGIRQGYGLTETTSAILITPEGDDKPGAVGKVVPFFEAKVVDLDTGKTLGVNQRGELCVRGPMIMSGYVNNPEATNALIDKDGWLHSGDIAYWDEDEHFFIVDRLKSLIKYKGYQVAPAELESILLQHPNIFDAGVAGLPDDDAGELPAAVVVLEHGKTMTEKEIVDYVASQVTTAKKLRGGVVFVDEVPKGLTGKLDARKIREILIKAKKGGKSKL
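Material: Luciferase/luciferin reagent mix; Doses: test compounds dosed from 2 mM stocks in 100% DMSO; Schedule: 10 min incubation after luciferase reagent addition, room temperature; Measured by: luminescence from luciferase reaction; Read-out: luminescence gain marking luciferase activators.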
Redox H2O2 prof = compounds producing H2O2 with reducing agent – biochemical, NIH compound library profiling, artefact control for MLSCN library redox annotation, primary screen; activation, % at 10 µM; AID 878; DTT-dependent redox cycling H2O2, phenol red/HRP absorbance; 100% = 100 µM peroxide control, 0% = buffer; actives 0.03% (n = 200,000);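 active = activation of at least 50% relative to the plate's high and low controls in the primary single-dose screen; inactive = activation below 50%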;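 also: compound incubated with DTT at 0.8 mM final as the reducing agent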
FLuc inh counter = Photinus pyralis luciferase inhibition counter-screen. AID 1006. inhibition, % at 10 µM. actives 1.5% (n = 200,000). ATPLite firefly luciferase biochemical luminescence, 10 min;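 active = inhibition above about 50% when tested at 10 µM, limit read from the data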
STAT1 activator = activators of IFN-gamma induced STAT1 signaling; actives 2.6% (n = 200,000); AID 932; activation (% of control), % at 5.5 µM; NIH 3T3 STAT1-luciferase reporter, luminescence; 100% = IFN-gamma alone, no compound;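 active = activation above the screen-wide mean activation plus 3 SD, cut at about 130% in these data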;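 also: raw ratio to IFN-gamma control signal so 100% means no change and 0% no light; values of inactives mirror those of a sister screen read the other way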
G6PDH CS = L. mesenteroides G6PDH inhibition counter-screen. inhibition, % at 5 µM. Purified L. mesenteroides G6PDH, diaphorase/resazurin coupled fluorescence, 45 min. actives 0.12% (n = 200,000); in the data active = inhibition above about 50%
Active calls of the source: *. Random draw from the library; any-hit rate near 5.3%.

cpd	molecule	APP 5'UTR act	Hsp70 act	Efa HMGR inh	APP transl inh	NF-kB neuron act	FLuc stim CS	Redox H2O2 prof	FLuc inh counter	STAT1 activator	G6PDH CS
1	O=C(O)/C=C/C(=O)N1CCN(S(=O)(=O)c2cc(C(F)(F)F)ccc2Cl)CC1	2	-0.5	-3	-2	1.1	1.1	-0.7	-5	94	10
2	CC(C)(C)c1ccc(COn2ccnc2)cc1	5	-0.2	-3	-5	1.3	0.8	-0.2	21	102	-1
3	O=C(c1ccccc1F)N1CCN(c2ncccn2)CC1	16	0.0	-1	-16	0.93	1.1	0.0	-6	96	4
4	CC(=O)c1cccc(NC(=O)CN2C(=O)C3C4C=CC(C4)C3C2=O)c1 (centres undefined)	7	0.1	-4	-7	0.96	1	-0.7	1	103	5
5	Cc1ccc(C)c(NC(=S)c2ccc3ccccc3n2)c1	82	-0.2	-1	-82	2.9	0.7	0.1	27	129*	5
6	Cn1c2c(c(=O)n(C)c1=O)C(NC(=O)c1ccco1)(C(F)(F)F)C(=O)N2 (centres undefined)	3	-0.3	-2	-3	1.1	1	1.1	1	104	15
7	COc1ccc2ccccc2c1C(=O)/C=C\c1ccoc1	0	-0.4	-5	0	1	0.9	-0.7	8	101	8
8	COc1cc(NC(=O)CSc2nccc(C)n2)c(C)cc1[N+](=O)[O-]	6	-0.3	-1	-6	0.99	1.1	0.1	-8	106	10
9	O=C(NC(Cc1c[nH]c2ccccc12)C(=O)O)c1cccs1 (centres undefined)	-5	0.1	-4	5	1.1	1	-0.4	-1	109	4
10	CCOC(=O)CSc1nnc(-c2ccco2)n1-c1ccc(C)cc1	-15	-0.1	-1	15	1	1.1	-0.3	-6	98	-4
11	CCOc1ccccc1NC(=O)Nc1cc(OC)ccc1OC	-12	-0.4	-1	12	1.2	1.1	6.7	-7	99	-29
12	COc1ccc(F)c(-c2nc(CN3CCC(c4ccccc4)CC3)c(C)o2)c1	-2	-0.2	-5	2	1.1	1	0.1	0	95	2
13	O=c1ccc(NS(=O)(=O)c2ccc(Cl)cc2)cn1Cc1ccc(Cl)c(Cl)c1	11	1.0	-4	-10	0.88	1.1	1.9	-6	101	18
14	Cc1ccc(S(=O)(=O)N(C(=O)c2ccncc2)c2ccc(OC(=O)c3ccncc3)c3ccccc23)c(C)c1	-15	-0.3	2	15	0.98	1	-0.1	-4	95	3
15	c1ccc(CNc2ccc3ccccc3n2)nc1	162*	-0.1	2	-162	4.7*	0.6	0.1	36	153*	12
16	CCC(C)NC(=O)Cc1ccc(-c2ccccc2)cc1 (centres undefined)	18	-0.4	1	-18	1.1	1.1	-0.5	-6	102	6
17	CN(C)S(=O)(=O)c1ccc(C(=O)OCc2ccc(C#N)cc2)cc1	2	-0.4	-2	-2	1.2	1.1	3.2	-6	111	2
18	CCOc1cc2[nH]c(=O)n(CCCC(=O)NCc3ccc(OC)cc3)c(=O)c2cc1OCC	16	-0.4	-5	-16	1	1	-3.7	4	102	8
19	Cc1noc(C)c1CS(=O)(=O)c1ccc([N+](=O)[O-])cc1	-14	-0.1	-3	14	1	1	0.8	-3	102	5
20	COc1cc2[nH]c(=O)n(CCC(=O)NC3CCCC3)c(=O)c2cc1OC	28	-0.3	-6	-28	1.1	1	-0.7	-4	101	3
21	O=C(N/N=C/c1ccc([N+](=O)[O-])s1)c1cccc(Br)c1	-23	0.0	8	24	0.8	1.1	-0.2	-6	86	4
22	COc1cc(OC)cc(C(=O)Nn2cc(C(=O)Nc3ccc(F)cc3F)c3ccccc3c2=O)c1	-10	-0.4	2	10	0.84	1	-0.7	-5	101	1
23	CCOC(=O)Nc1sc(NS(=O)(=O)c2ccc(C)cc2)nc1C	-25	-0.4	1	25	0.98	1	-0.6	-4	91	9
24	Cc1ccc2nc(NC(=O)CSc3nc4ccccc4o3)sc2c1	30	-0.3	-3	-30	1	1	0.3	-3	107	0
25	c1ccc(CCn2nnnc2CN2CCCc3ccccc32)cc1	34	-0.4	1	-34	1.6	1.1	-5.0	-6	103	8
26	COc1ccc(-c2csc(NS(=O)(=O)c3ccc([N+](=O)[O-])cc3)n2)cc1	11	-0.3	-4	-11	0.91	1.1	1.6	-7	98	10
27	O=C(CN1CCN(c2ccc(F)cc2)CC1)Nc1ccc(-n2cnnn2)cc1	-16	0.0	-1	16	1.2	1	2.7	-2	104	4
28	Cc1nc(C)c(/C(O)=C/c2nc3ccc([N+](=O)[O-])cc3oc2=O)o1	19	-0.2	-7	-19	1.4	1	-0.5	1	97	17
29	c1cc(CNCC2CCCO2)ccn1 (centres undefined)	9	-0.2	-1	-9	0.98	1	0.2	-1	108	8
30	COC(=O)c1sc(NC(=O)CSc2nnnn2-c2ccc(C)cc2C)nc1C	8	-0.4	-3	-8	0.97	1	2.0	-4	96	3
31	COc1nc(N/N=C/c2ccc(-c3ccccc3[N+](=O)[O-])o2)nc(N2CCOCC2)n1	-5	-0.2	-3	5	0.38	1	-0.3	-2	102	34
32	O=C(CSc1nnc(Cc2ccccc2)o1)N1CCc2ccccc21	0	0.4	-3	0	1.1	1.1	-1.1	-10	104	7
33	Cc1nn(-c2ccccc2)c(OC(=O)c2cccs2)c1S(=O)(=O)c1ccc([N+](=O)[O-])cc1	6	-0.3	-6	-6	1	1	-0.1	-2	106	4
34	Cn1c(NC(=O)C2CCCC2)cc(=O)n(C)c1=O	5	-0.2	-1	-5	1.1	1.1	0.5	-5	103	4
35	Nn1c(SCC(=O)Nc2ccc3c(c2)OCO3)nnc1-c1ccc(Cl)cc1	8	-0.3	-2	-8	0.97	1	-3.1	-4	101	-6
36	COc1ccc(CC(=O)N/N=C/c2cccn2-c2ccc([N+](=O)[O-])cc2)cc1OC	10	-0.4	0	-10	0.7	1	0.5	-2	100	-4
37	FC(F)(F)c1cnc(Oc2ccc(-c3nnco3)cc2)c(Cl)c1	6	-0.2	-16	-6	1	1	-0.7	-1	99	7
38	Cc1nccn1S(=O)(=O)c1ccc(Br)cc1Br	20	-0.3	-4	-20	1.2	1	-0.1	-1	87	3
39	O=C(NNC(=S)Nc1ccc(Cl)cc1Cl)c1ccc(N2CCOCC2)c([N+](=O)[O-])c1	-2	-0.4	0	2	0.93	1	0.3	0	106	-1
40	CCC1(c2ccc(Cl)cc2)NC(=O)N(Cc2ccc(C(=O)OC)cc2)C1=O (centres undefined)	20	-0.3	3	-20	1.3	1	-0.1	-3	89	6
41	CCOC(=O)/C=C/C(=O)OCC(=O)Nc1c(Cl)cccc1Cl	3	0.1	-1	-3	1.1	1	-2.1	-2	82	-1
42	COc1ccc(NC(=O)CC2Sc3ncnn3C2=O)cc1 (centres undefined)	15	-0.1	-1	-15	0.98	1	-0.1	-3	100	-14
43	Cc1ccc(C)c(NC(=S)Nc2ncccc2C)c1	36	0.3	-2	-36	1.7	0.9	-1.4	13	132*	8
44	O=C(Nc1nc(-c2ccccc2)cs1)c1ccc(=O)[nH]c1	14	-0.4	-6	-14	1.1	1	-1.1	1	117	2
45	C=CCOC(=O)c1cn(CC)c2nc(C)ccc2c1=O	7	-0.4	-1	-7	0.78	1.1	-0.5	-6	95	3

Part of the list above in order of SMILES length, largest number first.
cpd	molecule	APP 5'UTR act	Hsp70 act	Efa HMGR inh	APP transl inh	NF-kB neuron act	FLuc stim CS	Redox H2O2 prof	FLuc inh counter	STAT1 activator	G6PDH CS
33	Cc1nn(-c2ccccc2)c(OC(=O)c2cccs2)c1S(=O)(=O)c1ccc([N+](=O)[O-])cc1	6	-0.3	-6	-6	1	1	-0.1	-2	106	4
17	CN(C)S(=O)(=O)c1ccc(C(=O)OCc2ccc(C#N)cc2)cc1	2	-0.4	-2	-2	1.2	1.1	3.2	-6	111	2
23	CCOC(=O)Nc1sc(NS(=O)(=O)c2ccc(C)cc2)nc1C	-25	-0.4	1	25	0.98	1	-0.6	-4	91	9
10	CCOC(=O)CSc1nnc(-c2ccco2)n1-c1ccc(C)cc1	-15	-0.1	-1	15	1	1.1	-0.3	-6	98	-4
5	Cc1ccc(C)c(NC(=S)c2ccc3ccccc3n2)c1	82	-0.2	-1	-82	2.9	0.7	0.1	27	129*	5
7	COc1ccc2ccccc2c1C(=O)/C=C\c1ccoc1	0	-0.4	-5	0	1	0.9	-0.7	8	101	8
38	Cc1nccn1S(=O)(=O)c1ccc(Br)cc1Br	20	-0.3	-4	-20	1.2	1	-0.1	-1	87	3
43	Cc1ccc(C)c(NC(=S)Nc2ncccc2C)c1	36	0.3	-2	-36	1.7	0.9	-1.4	13	132*	8
15	c1ccc(CNc2ccc3ccccc3n2)nc1	162*	-0.1	2	-162	4.7*	0.6	0.1	36	153*	12

Going on with the list.
cpd	molecule	APP 5'UTR act	Hsp70 act	Efa HMGR inh	APP transl inh	NF-kB neuron act	FLuc stim CS	Redox H2O2 prof	FLuc inh counter	STAT1 activator	G6PDH CS
46	CC(C)(C)c1ccc(NC(=O)C(=O)C2C(=O)Nc3ccccc32)cc1 (centres undefined)	18	-0.5	1	-18	1.5	0.6	-0.1	38	103	5
47	NS(=O)(=O)c1ccc(CCNC(=O)c2cc(-c3ccccn3)nc3ccc(Br)cc23)cc1	28	0.0	-1	-28	0.89	1	-0.9	-4	104	-1
48	COc1ccc(CCN=C2SCC(=O)N2Cc2ccccc2)cc1OC	-5	-0.3	-5	5	1.1	1.1	-0.2	-10	91	7
49	O=C1OC(Nc2ccccn2)c2ccccc21 (centres undefined)	-6	-0.2	0	6	1	1.1	2.8	-5	95	9
50	COC(=O)c1cc(C#N)c(=O)[nH]c1C	-5	-0.5	-8	5	1.2	1	-0.8	0	97	-3
51	O=C(NCc1ccco1)c1cccnc1Cl	-18	-0.1	-2	18	2.7	1	0.0	-5	104	-5
52	Cc1cc(C)cc(NC(=O)c2ccc(CNc3c(N4CCOCC4)c(=O)c3=O)cc2)c1	3	-0.1	-3	-3	0.88	1	-0.5	-2	97	2
53	CC1(C)CC(=O)c2c(nc3ccccc3c2N)C1	11	0.1	-3	-11	1	1	-1.6	-1	96	22
54	O=C1OCCN1C(=O)[C@H]1[C@H](c2ccc(F)cc2)C(c2ccc(F)cc2)=NN1c1ccccc1	-1	-0.3	-7	1	1	1	-0.3	-1	94	24
55	C/C(=N\NC(=S)NC(C)C)c1ccc(C(C)(C)C)cc1	12	-0.2	-2	-12	1.1	1	0.4	-4	94	4
56	CCOC(=O)C1CCCN(C(=O)Cn2nc(CC)n3c(cc4sccc43)c2=O)C1 (centres undefined)	1	0.1	-6	-1	1	1.1	-1.8	-9	101	0
57	Cc1sc2nc(SCC(N)=O)n(C)c(=O)c2c1C	11	-0.4	6	-11	0.96	1.1	-0.7	-5	94	3
